# Assay outcomes as filed in PubChem BioAssay.
# Tn7 DDE FP: DD(E)-Tn7 binding inhibition, primary FP screen; P02675; FP displacement of FITC-Tn7 peptide from fibrin DD(E); 0% = median of compound wells per plate; inhibition, % at 8.3 µM; 370,000 compounds, 0.13% hits;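 active = inhibition above the mean of compounds falling within the control limits plus 3 SD of them, cut at about 14% in these data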;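 note: 0% = plate median of compound wells and 100% = 10 µM Aha-Tn7 peptide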
#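 System: human fibrin DD(E); quantity: Fibrin-DD(E) at 2 µM final; also added: fluorescent Tn7 probe at 0.1 µM; compound dosing: single nominal test concentration of 8.3 µM per compound; schedule: 10 min preincubation, 3 h with tracer, room temperature; detection: fluorescence polarization of the labelled Tn7 tracer; repeats: one replicate per compound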
# PLCg1 inh: blocks human PLC-gamma1 enzyme activity. inhibition, % at 12.2 µM. purified PLC-gamma1, fluorogenic substrate, fluorescence. 370,000 compounds, 0.84% hits. AID 720700. P19174; in the data active = inhibition above about 9.5%
# DDE Tn6 FP inh: disrupts Tn6 cyclic peptide binding to fibrin D-Dimer-E complex; P02675; Fibrin DD(E) TRITC-Tn6 fluorescence polarization displacement; inhibition, % at 8.3 µM; 370,000 compounds, 0.21% hits; AID 720509;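 active = inhibition above a per-campaign cutoff: mean of compounds within control limits plus 3 SD, cut at about 15% in these data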;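 note: 0% = median of all compound wells on the plate and 100% = blocking peptide control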
# ARFGAP1 inhibitor: rat ARFGAP1 inhibition | Q62848 | Arfgap1-stimulated ARF1 GTP hydrolysis, GDP FP detection | inhibition, % at 16.5 µM | 360,000 compounds, 0.26% hits;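 active = inhibition above a per-plate limit, mean inhibition of low control wells plus 3 SD, cut at about 25% in these data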;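 note: 0% = DMSO wells with enzyme and 100% = wells lacking Arfgap1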
#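 System: truncated rat Arfgap1 GAP domain / Benchmarks: high control wells lacking Arfgap1, low control full reaction with DMSO / Times: compound-enzyme preincubation 20 min, reaction 120 min, detection 60 min, 25 °C / Repeats: one replicate per compound / Also added: human ARF1(Δ1-17)-GTP substrate / Measured by: Tracer-displacement fluorescence polarization with EDTA stop, 620/688 nm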
# ASAP1 inh: inhibitors of human ASAP1 ArfGAP activity; Q9ULH1; ASAP1-stimulated ARF1 GTP hydrolysis, GDP FP detection; inhibition, % at 16.5 µM; 360,000 compounds, 0.19% hits; AID 624377; in the data active = inhibition above about 25%;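 note: 0% = vehicle with enzyme and substrate and 100% = no enzyme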
# ADAM10 inh: inhibitors of human ADAM10. O14672. recombinant ADAM10, EDANS/DABCYL FRET peptide cleavage, 3 h. inhibition, % at 7 µM. 370,000 compounds, 0.62% hits. AID 720582;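 active = inhibition above a per-campaign cutoff equal to the mean of compounds falling between control-based bounds plus 3 SD, cut at about 20% in these data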;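 note: 0% = DMSO wells while the 100% control is not disclosed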
# SIAE primary: inhibitors of human sialic acid acetylesterase SIAE; Q9HAT2; SIAE FP-Rh probe binding, fluorescence polarization; inhibition, % at 9.66 µM; 370,000 compounds, 0.69% hits; AID 1053197;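 active = inhibition above a cutoff: mean of compounds within the control limits plus 3 SD of those, cut at about 17% in these data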;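 note: 0% = plate median of compound wells and 100% = probe without SIAE protein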
# Target sequence (Q9HAT2 whole entry, looked up): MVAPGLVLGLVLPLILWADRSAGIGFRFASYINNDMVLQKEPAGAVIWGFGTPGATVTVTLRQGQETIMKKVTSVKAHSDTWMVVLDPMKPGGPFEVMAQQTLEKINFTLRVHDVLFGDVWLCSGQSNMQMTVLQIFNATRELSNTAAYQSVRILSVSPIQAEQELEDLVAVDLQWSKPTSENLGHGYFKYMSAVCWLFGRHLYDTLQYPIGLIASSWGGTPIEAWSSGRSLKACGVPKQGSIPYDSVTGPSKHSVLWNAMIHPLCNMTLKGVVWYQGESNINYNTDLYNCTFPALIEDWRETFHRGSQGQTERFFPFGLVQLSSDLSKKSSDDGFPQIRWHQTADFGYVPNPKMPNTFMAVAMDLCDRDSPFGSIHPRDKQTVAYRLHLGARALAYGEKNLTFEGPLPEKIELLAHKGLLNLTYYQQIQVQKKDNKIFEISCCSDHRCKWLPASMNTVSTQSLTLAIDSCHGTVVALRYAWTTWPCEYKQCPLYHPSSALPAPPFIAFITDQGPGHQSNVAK
# ADAM17 inh: inhibitors of human ADAM17; P78536; inhibition, % at 6.95 µM; recombinant ADAM17, EDANS/DABCYL FRET peptide cleavage; 370,000 compounds, 0.83% hits; AID 720648;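 active = inhibition above the mean of compounds lying between control limits plus 3 SD, set per campaign, cut at about 8.5% in these data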;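 note: 0% = DMSO-only wells as the low control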
# Target sequence (P78536 215-824 limits assumed): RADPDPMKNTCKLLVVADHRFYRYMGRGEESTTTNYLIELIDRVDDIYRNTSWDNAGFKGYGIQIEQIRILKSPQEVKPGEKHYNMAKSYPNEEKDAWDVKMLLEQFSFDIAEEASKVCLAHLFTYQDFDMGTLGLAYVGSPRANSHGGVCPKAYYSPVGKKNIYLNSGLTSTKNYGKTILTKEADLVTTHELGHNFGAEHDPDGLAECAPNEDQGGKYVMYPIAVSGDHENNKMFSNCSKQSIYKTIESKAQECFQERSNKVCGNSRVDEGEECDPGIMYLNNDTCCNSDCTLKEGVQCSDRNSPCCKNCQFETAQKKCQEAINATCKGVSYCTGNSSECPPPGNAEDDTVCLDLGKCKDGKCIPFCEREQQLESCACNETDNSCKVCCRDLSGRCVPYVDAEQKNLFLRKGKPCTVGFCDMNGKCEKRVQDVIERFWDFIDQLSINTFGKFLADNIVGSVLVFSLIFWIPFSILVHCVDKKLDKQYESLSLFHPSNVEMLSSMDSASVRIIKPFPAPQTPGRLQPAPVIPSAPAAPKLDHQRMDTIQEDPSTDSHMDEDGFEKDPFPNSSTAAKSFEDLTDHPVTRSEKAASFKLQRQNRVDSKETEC
# TDP2 inh: blocks human TDP2 phosphodiesterase activity. AID 720702. 370,000 compounds, 0.34% hits. inhibition, % at 12.8 µM. recombinant TDP2, T5PNP hydrolysis, p-nitrophenol absorbance 415 nm. O95551;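 active = inhibition above the mean of all tested compounds plus 3 SD, set per campaign, cut at about 25% in these data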;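 note: 0% = DMSO with enzyme and 100% = buffer with substrate but no TDP2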
#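 test system = human TDP2 enzyme | input = TDP2 enzyme at 120 nM final | medium = 50 mM Tris-HCl pH 7.5 with Mg2+, KCl, DTT, BSA | also added = T5PNP substrate, 5 mM | times = 2 h at 37 °C | technique = epi absorbance | benchmarks = high control without enzyme, low control DMSO plus TDP2 | replication = each compound tested once, singlicate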
# PLC-beta3 inh: blocks human PLC-beta3 enzyme activity | inhibition, % at 12.2 µM | Q01970 | Purified PLC-beta3, fluorogenic substrate, fluorescence | 370,000 compounds, 0.18% hits; in the data active = inhibition above about 11%;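 note: 0% = median of compound wells on plate and 100% = full blocker control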
# Numbers without * were called inactive; i = inactive; x = not tested or not shown.
# Values run as follows: Tn7 DDE FP	PLCg1 inh	DDE Tn6 FP inh	ARFGAP1 inhibitor	ASAP1 inh	ADAM10 inh	SIAE primary	ADAM17 inh	TDP2 inh	PLC-beta3 inh
1	CC1(Oc2cnc(Cl)c3ccccc23)CCN(Cc2ccc(-c3ccccn3)cc2)C1 (stereo not given)
 : -2	-8	-12	-6	0	-30	4	-5	8	-14
2	COC(=O)c1cc(Nc2cc(C)nc3ncnn23)cc(C(=O)OC)c1
 : -8	2	3	7	6	-6	-4	-2	-6	-7
3	NNC(=O)c1cc2c(s1)CCCCCC2
 : -8	-7	3	-3	3	1	-8	5	-9	-15
4	Cc1[nH]c(C)c(S(=O)(=O)N(C)Cc2ccccc2)c1C(=O)N1CCCC1
 : 7	-1	9	-4	7	-1	1	0	28*	-1
5	Cc1ccc(CN2CCN(/N=C/c3cc(Br)ccc3O)CC2)cc1
 : 6	1	-10	5	3	1	-5	-8	-10	1
6	O=C(NC1CCCCCCC1)c1ccc(Br)o1
 : -7	-2	-7	-10	-7	6	14	1	7	-5
7	C/C(=N\Nc1nc(-c2cc(C)ccc2C)cs1)c1cc2ccccc2oc1=O
 : -7	10*	-2	15	12	-6	-11	3	-19	4
8	COc1ccc(-n2cc(CN[C@H]3CCCCNC3=O)c(-c3cccc(F)c3)n2)cc1
 : 1	-2	3	4	-5	-8	4	-9	12	-7
9	COc1ccc(CC2S/C(=C(\C#N)C(=O)NCc3ccco3)N(c3ccc(C)cc3)C2=O)cc1 (stereo not given)
 : -5	-1	6	9	-15	7	-2	-2	2	-2
10	Cc1ccc(-c2noc(C3CCCN(C(=O)c4ccc(C(C)(C)C)cc4)C3)n2)o1 (stereo not given)
 : -3	4	4	-2	-10	6	2	3	-10	-5
11	Cc1cc(-c2nnc3n2N=C(c2ccc(F)cc2)CS3)n[nH]1
 : -4	2	-10	-1	7	4	0	0	0	0
12	O=C(NCCc1c[nH]c2ccccc12)Nc1ccccc1
 : 2	2	-3	-2	-13	2	13	0	7	4
13	CCOC(=O)c1cc(C)sc1NC(=O)CSC1=NCCS1
 : -6	-1	0	4	-7	-2	-4	3	-3	-6
14	COc1ccc(OCc2ccc(C(=O)N3CCOCC3)cc2)cc1
 : 6	8	-1	-7	-10	1	-3	-1	6	5
15	Cc1cccc(OCC(=O)Nc2ccccc2N2CCCCC2)c1C
 : -2	1	0	-2	-6	-7	-5	-2	-3	-1

# Twelve structures from above, sorted by count of non-hydrogen atoms, descending.
# Values run as follows: Tn7 DDE FP	PLCg1 inh	DDE Tn6 FP inh	ARFGAP1 inhibitor	ASAP1 inh	ADAM10 inh	SIAE primary	ADAM17 inh	TDP2 inh	PLC-beta3 inh
9	COc1ccc(CC2S/C(=C(\C#N)C(=O)NCc3ccco3)N(c3ccc(C)cc3)C2=O)cc1 (stereo not given)
 : -5	-1	6	9	-15	7	-2	-2	2	-2
1	CC1(Oc2cnc(Cl)c3ccccc23)CCN(Cc2ccc(-c3ccccn3)cc2)C1 (stereo not given)
 : -2	-8	-12	-6	0	-30	4	-5	8	-14
8	COc1ccc(-n2cc(CN[C@H]3CCCCNC3=O)c(-c3cccc(F)c3)n2)cc1
 : 1	-2	3	4	-5	-8	4	-9	12	-7
10	Cc1ccc(-c2noc(C3CCCN(C(=O)c4ccc(C(C)(C)C)cc4)C3)n2)o1 (stereo not given)
 : -3	4	4	-2	-10	6	2	3	-10	-5
7	C/C(=N\Nc1nc(-c2cc(C)ccc2C)cs1)c1cc2ccccc2oc1=O
 : -7	10*	-2	15	12	-6	-11	3	-19	4
4	Cc1[nH]c(C)c(S(=O)(=O)N(C)Cc2ccccc2)c1C(=O)N1CCCC1
 : 7	-1	9	-4	7	-1	1	0	28*	-1
15	Cc1cccc(OCC(=O)Nc2ccccc2N2CCCCC2)c1C
 : -2	1	0	-2	-6	-7	-5	-2	-3	-1
14	COc1ccc(OCc2ccc(C(=O)N3CCOCC3)cc2)cc1
 : 6	8	-1	-7	-10	1	-3	-1	6	5
11	Cc1cc(-c2nnc3n2N=C(c2ccc(F)cc2)CS3)n[nH]1
 : -4	2	-10	-1	7	4	0	0	0	0
13	CCOC(=O)c1cc(C)sc1NC(=O)CSC1=NCCS1
 : -6	-1	0	4	-7	-2	-4	3	-3	-6
6	O=C(NC1CCCCCCC1)c1ccc(Br)o1
 : -7	-2	-7	-10	-7	6	14	1	7	-5
3	NNC(=O)c1cc2c(s1)CCCCCC2
 : -8	-7	3	-3	3	1	-8	5	-9	-15

# (list continues)
# Values run as follows: Tn7 DDE FP	PLCg1 inh	DDE Tn6 FP inh	ARFGAP1 inhibitor	ASAP1 inh	ADAM10 inh	SIAE primary	ADAM17 inh	TDP2 inh	PLC-beta3 inh
16	COc1ccccc1NC1=C(Cl)C(=O)N(C2CCCCC2)C1=O
 : 3	-2	6	-3	-6	1	6	0	-2	-1
17	COc1ccc(NC(=O)C(c2ccccc2F)n2c(=O)c(-c3cc4ccccc4[nH]3)nc3ccccc32)cc1 (stereo not given)
 : -1	i	-5	9	4	-307	-29	-88	1	i
18	COc1ccccc1CNc1ccc(N2CCOCC2)c(C(=O)O)c1
 : 2	-58	-2	-8	-18	-68	4	-17	6	-79
19	CSc1ccccc1NC(=O)c1ccncc1
 : 8	-1	8	2	6	1	-3	-4	12	-2
20	COc1ccc(C(=O)Cn2c(=O)oc3ccc(C)cc32)cc1
 : -4	2	2	-9	8	-3	1	-5	7	-3
21	COC(=O)c1ccc(N2CCS(=O)(=O)CC2)cc1
 : 0	2	4	-9	-2	-5	3	1	-17	1
22	O=S(=O)(c1ccc2ncn(O)c2c1)N1CCOCC1
 : 1	4	5	-6	-3	3	16	1	-6	-7
23	CCn1c(C)c(P(=O)(N2CCOCC2)N2CCOCC2)c2ccccc21
 : 8	0	-2	4	-6	-3	2	3	13	0
24	O=C(N=NC(=O)c1ccco1)c1ccc2c(O)n(N3C(=O)c4ccccc4C3=O)c(O)c2c1
 : 10	0	2	2	2	9	6	1	1	1
25	COC(=O)[C@H](C(C)C)N(Cc1cn(Cc2ccc(C)cc2)nn1)S(=O)(=O)c1ccccc1Br
 : 4	1	5	x	x	9	-1	3	5	2
26	Cc1cc(NC(=O)CSc2nnc(-c3c[nH]c4ccccc34)n2-c2ccc(F)cc2)no1
 : 5	-1	10	-5	-10	-3	3	-1	10	1
27	O=C(CNS(=O)(=O)c1ccc2ccccc2c1)OCC(=O)c1ccc(Br)s1
 : -3	-2	5	4	-5	-2	-8	-1	9	1
28	COCCCn1c(-c2ccc(OC)cc2)nc2c1c(=O)[nH]c(=O)n2Cc1ccccc1
 : -6	-4	-5	-9	-10	-6	-10	-4	-16	-16
29	O=S(=O)(/N=C(\Nc1ccc(F)cc1)C(F)(F)F)c1ccccc1
 : 2	-1	11	6	-2	-4	1	-1	-8	2
30	CCOC(=O)CSc1ncnc2c1sc1nc(N3CCOCC3)c3c(c12)CCCC3
 : -1	-5	7	-10	-17	-15	-5	0	-8	-6
31	O=C(NCCc1ccccc1)C1CCCN(S(=O)(=O)c2cccc3nsnc23)C1 (stereo not given)
 : -10	4	-1	10	5	1	-1	2	0	3
32	C[C@H]1CN(S(=O)(=O)C(C)(C)C)[C@H](CCO)/C1=C\c1ccccc1
 : 8	1	2	3	-3	-1	3	-1	6	-1
33	Nc1nnc(SCc2ccccc2F)n1-c1ccccc1
 : 2	5	-2	4	14	-3	-6	-4	-8	3
34	COC(=O)c1ccc(C#Cc2ccccc2)o1
 : 6	-2	9	14	-6	-45	-8	-17	8	-15
35	Cn1cccc1-c1cc(C(=O)N/N=C/c2cccc(O)c2)[nH]n1
 : -5	1	-10	11	6	-8	-2	0	-7	-5
36	Cc1cccc(CSc2nncc(=O)[nH]2)c1
 : 3	-5	-7	14	5	-5	0	-5	-10	-5
37	N#Cc1c(NCCN)nc(-c2ccccc2)c2c1CCCC2
 : 0	-117	-2	3	-8	-57	2	-19	-3	-156
38	COC(=O)C(C)N(C(=O)c1ccc(Cl)cc1)c1c(C)cccc1C (stereo not given)
 : -2	2	-4	-2	-6	2	1	1	-2	0
39	CN(C)c1ccc(NC(=O)CSc2nnc(-c3cccs3)n2Cc2ccco2)cc1
 : 7	-3	-1	-7	-19	7	9	-4	1	-4
40	COc1ccc(NC(=O)c2cc(S(=O)(=O)N3CCCCC3)c[nH]2)cc1Cl
 : -1	1	2	9	6	-31	-12	-10	2	0
41	COC(=O)c1cccc(Cn2c(Cl)c(/C=N/NC(=O)c3ccccc3Cl)sc2=O)c1
 : 1	8	-5	9	0	12	-8	3	-7	7
42	Cc1cccc(NC(=S)NNc2cccc(Cl)c2)c1
 : -10	-1	1	7	-2	8	1	-3	-19	-5
43	COCCN(C(=O)CCC(=O)Nc1cc(C)on1)C(C(=O)NC1CCCC1)c1ccc(C)cc1 (stereo not given)
 : -2	1	1	-1	-2	5	-5	-1	11	-3
44	Cc1ccc(S(=O)(=O)N2CCN(C(=O)c3cc4c(C)nn(-c5ccccc5C)c4s3)CC2)cc1
 : 1	7	5	-1	14	22*	-9	9.0*	-5	6
45	Cc1ccc(N(CCC(=O)O)S(=O)(=O)c2cccc(C(F)(F)F)c2)cc1
 : 2	-2	2	5	1	-1	-2	-2	5	-4
46	O=C1Nc2ccccc2N(O)N1c1ccc(Cl)cc1
 : -7	2	7	-6	-13	-5	-4	1	8	4
47	Cc1cc(CNC(=O)CC2C(=O)NCCN2Cc2ccc(-c3ccccc3)cc2)nn1C (stereo not given)
 : 3	0	-1	5	4	-5	-2	-1	-10	-5
48	O=C(Nc1ccccc1O)c1ccc(C(=O)c2ccccc2)o1
 : 4	1	12	-2	3	5	-5	-2	-14	-2
49	CC(C)(C)CN1CCNC[C@H]1Cc1ccc(O)cc1
 : 2	2	3	5	2	-4	-2	-4	2	0
50	Cc1ccc(Cn2nc3c4cc(F)ccc4n(Cc4ccc(F)cc4)cc-3c2=O)cc1
 : 1	-3	8	0	-9	-15	-4	-4	6	-10
51	CC(C)Cc1nnc(NS(=O)(=O)c2ccccc2)s1
 : -4	-2	-2	-5	20	-10	5	-5	-2	-1
52	COc1cccc(CNC(=O)CC2C(=O)NCCN2CCCc2ccccc2)c1 (stereo not given)
 : -3	-8	-4	5	6	-11	3	-5	11	-15
53	Cc1c(NC(=O)COC(=O)/C=C/c2ccccc2Br)c(=O)n(-c2ccccc2)n1C
 : 3	0	3	4	1	-1	11	3	-12	-4
54	CCOC(=O)c1cccc(-n2c(C)cc(C=O)c2C)c1
 : 4	-6	5	-12	-18	-3	-2	-1	10	-2
55	Cc1ccc(-c2cc(O)cc3sc(=O)oc23)cc1C
 : -8	7	-3	2	2	13	0	3	-16	-4
